# MazEF act: activators of E. coli MazEF toxin-antitoxin RNase, primary screen, biochemical, fluorescence, uHTS | actives 0.32% (n = 350,000) | Endoribonuclease toxin MazF (Escherichia coli (strain K12)), P0AE70 | activation, % at 20 µM | FAM/BHQ RNA-DNA oligo cleavage fluorescence, 5 h; in the data active = activation above about 50%
# Target sequence (P0AE70 whole entry, looked up): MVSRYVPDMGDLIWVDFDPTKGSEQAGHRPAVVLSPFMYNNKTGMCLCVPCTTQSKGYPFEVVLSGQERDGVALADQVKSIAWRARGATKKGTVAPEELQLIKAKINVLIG
# 3CLpro inhibitor: SARS-CoV 3CLpro protease inhibitors, primary screen, biochemical, quenched FRET; inhibition, % at 6 µM; recombinant SARS-CoV 3CLpro, quenched FRET peptide cleavage; actives 0.14% (n = 290,000); Replicase polyprotein 1ab (Severe acute respiratory syndrome coronavirus), P0C6X7; in the data active = inhibition above about 12%
# DUSP3 inh: VHR1 phosphatase inhibitors, primary screen, biochemical, absorbance, uHTS. Dual specificity protein phosphatase 3 (Homo sapiens), P51452. recombinant VHR phosphatase, pNPP absorbance. inhibition, % at 13.3 µM. actives 0.52% (n = 290,000). AID 1654, 2009; in the data active = inhibition above about 50%; note: some compounds called inactive have numbers as strong as hits
# Target sequence (P51452 whole entry, looked up): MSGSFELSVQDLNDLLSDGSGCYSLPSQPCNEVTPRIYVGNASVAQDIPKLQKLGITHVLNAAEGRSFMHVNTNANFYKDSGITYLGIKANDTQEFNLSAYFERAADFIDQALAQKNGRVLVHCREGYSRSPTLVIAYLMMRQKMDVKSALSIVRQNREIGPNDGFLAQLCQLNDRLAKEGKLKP
# Rv3671c protease: Rv3671c serine protease inhibitors, primary screen, biochemical, fluorescence polarization, M. tuberculosis H37Rv | P9WHR9 | inhibition, % at 5.96 µM | actives 0.048% (n = 320,000) | AID 2606, 2010; in the data active = inhibition above about 38%;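 note: extracellular domain of Rv3671c used as enzyme; 0% = enzyme with DMSO and 100% = no enzyme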
# Target sequence (P9WHR9 whole entry, looked up, the tested form may be a part): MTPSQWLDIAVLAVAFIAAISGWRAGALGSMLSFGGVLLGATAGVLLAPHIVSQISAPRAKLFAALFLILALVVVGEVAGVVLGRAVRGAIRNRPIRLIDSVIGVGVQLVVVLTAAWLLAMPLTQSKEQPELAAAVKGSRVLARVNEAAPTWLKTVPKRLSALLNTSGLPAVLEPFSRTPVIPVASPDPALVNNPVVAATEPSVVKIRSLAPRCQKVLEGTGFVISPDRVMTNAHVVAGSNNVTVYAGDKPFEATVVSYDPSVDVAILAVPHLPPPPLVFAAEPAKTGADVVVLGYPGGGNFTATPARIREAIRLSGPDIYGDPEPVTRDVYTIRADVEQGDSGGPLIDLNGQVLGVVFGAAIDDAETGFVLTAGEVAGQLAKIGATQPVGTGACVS
# PriA SSB inh: inhibitors of Klebsiella pneumoniae PriA binding to SSB C-terminal tail, primary screen, biochemical, AlphaScreen; inhibition, % at 33 µM; PriA–SSB C-terminal tail interaction (Klebsiella pneumoniae); AlphaScreen SSBct-PriA binding, biotinylated peptide; actives 0.6% (n = 430,000); in the data active = inhibition mostly above about 37%, no sharp cut-off; inactive = mostly below about 20%;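 note: plate controls were negative control peptide for no effect and reference peptide for full effect; strong numbers were not always called active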
# BoNT F protease: BoNT/F light chain protease inhibitors, primary screen, biochemical, flow cytometry, MLPCN library. inhibition, % at 10 µM. Multiplex microsphere protease cleavage assay. actives 0.22% (n = 360,000). Botulinum neurotoxin type F light chain protease (Clostridium botulinum). AID 588497, 2011; in the data active = inhibition above about 35%, passing the limit was not always enough; inconclusive = no clear call, values can overlap the other calls; note: plate controls were buffer without enzyme for full effect and enzyme alone for no effect
# CCHF vOTU inh: CCHFV vOTU protease inhibitors, primary screen, biochemical, Pep-AMC substrate, fluorescence | Crimean-Congo hemorrhagic fever virus L polyprotein viral ovarian tumor (vOTU) protease … | inhibition, % at 11.5 µM | actives 0.55% (n = 370,000) | AID 651958, 2012; in the data active = inhibition above about 30%; note: 0% = vehicle wells with enzyme and 100% = no enzyme wells
# PrPC TRFRET: inhibitors of human cell surface prion protein PrPC, primary screen, cell-based, TR-FRET. Major prion protein (Homo sapiens), P04156. inhibition, % at 13.8 µM. AID 720596, 2013. actives 0.43% (n = 370,000). TR-FRET read-out; in the data active = inhibition above about 24%; note: 0% = median of the test wells and 100% = reference compound wells
# BoNT-A LC inh2: BoNT/A light chain protease inhibitors, primary screen, biochemical, flow cytometry, MLPCN library; Botulinum neurotoxin type A light chain protease (Clostridium botulinum A str. ATCC 3502); inhibition, % at 10 µM; AID 588499, 2011; actives 0.17% (n = 360,000); multiplex microsphere protease substrate cleavage; note: plate controls were buffer without enzyme for full effect and enzyme alone for no effect
# Anthrax LF prot: Bacillus anthracis LF protease inhibitors, primary screen, biochemical, multiplex microsphere, MLPCN library; Lethal factor (Bacillus anthracis), P15917; multiplex microsphere protease cleavage assay; inhibition, % at 10 µM; actives 0.12% (n = 360,000); note: plate controls were buffer without enzyme for full effect and enzyme alone for no effect
# Starred values were filed as active, the others as inactive; ? = inconclusive; . = not tested or not shown. Cut-off read from the data, not from the text of the source, unless noted: active = inhibition above about 30%; inconclusive = no clear call, values can overlap the other calls; inactive = below that. Not all compounds are listed; count on the stated rates, not on these rows.
item	mol	MazEF act	3CLpro inhibitor	DUSP3 inh	Rv3671c protease	PriA SSB inh	BoNT F protease	CCHF vOTU inh	PrPC TRFRET	BoNT-A LC inh2	Anthrax LF prot
1	Cc1cc(CNC(=O)c2cc(-c3ccccc3)nc3ccccc23)nn1C	10	0	30	7	-14	-2	-1	-4	-0.2	-1
2	CC(=NCCCn1ccnc1)c1c(O)n(C)c(=O)n(C)c1=O	7	-1	-4	0	11	-3	10	-3	-1.2	-3
3	CCOC(=O)c1ccccc1NC(=O)COC(=O)C1CCCC1	1	.	.	8	-31	.	3	-1	.	.
4	CC1(NC(=O)CSc2nnc(-c3ccco3)n2Cc2ccccc2)CCS(=O)(=O)C1 (configuration not stated)	3	.	.	15	1	-3	-5	-5	0.6	-4
5	O=C(c1c(F)cccc1F)N1CCC(O)(c2cccnc2)CC1	3	1	22	0	-10	?	0	-4	0.3	0
6	Cc1ccc(S(=O)(=O)NNC(=O)Nc2ccc(C)c(C)c2)c(C)c1	0	-2	11	3	0	-1	1	-5	1.7	-5
7	O=c1c2c3c(sc2nc(N2CCNCC2)n1CCc1ccccc1)CCCCC3	12	-7	0	-8	11	-18	-1	-6	0.5	1
8	CN(CC(=O)Nc1cccc(F)c1)CC(=O)N(C)c1c(N)n(Cc2ccccc2)c(=O)[nH]c1=O	4	.	.	4	-5	14	16	3	0.0	0
9	N#Cc1cccc(NC(=O)Cn2cnc(S(=O)(=O)N3CCc4ccccc43)c2)c1	5	3	11	-4	2	3	.	.	-0.2	-3
10	COc1cc(CNc2ccccc2SC)ccc1O	-3	2	17	-4	14	-1	-12	0	2.4	-6
11	O=C(COC(=O)COc1cccc(Br)c1)Nc1c(Cl)cccc1Cl	-7	-3	0	-1	-10	5	3	10	-1.2	0
12	Cc1ccc(N2C(=O)c3ccccc3C2=O)cc1Cl	1	-4	21	0	-6	-29	12	8	0.5	4
13	Cc1noc(C)c1CSCC(=O)NC1=NCCS1	6	-1	-8	-5	-12	-27	-3	-4	-2.5	-14
14	Cc1ncc([N+](=O)[O-])n1CCOC(=O)Nc1ccc(Cl)c(Cl)c1	-1	0	0	-6	-1	-9	-7	-13	-1.7	12
15	CC(=O)NNC(=S)NC(=O)c1ccccc1	8	-4	20	1	-3	-6	0	-2	-0.5	-3
16	COc1ccc(Cn2nnc3c(=O)[nH]c(C4CCN(S(=O)(=O)c5ccc(C)cc5)CC4)nc32)cc1	2	2	-9	-9	6	-7	25	1	0.4	-1
17	CCC(C)Sc1ccc([C@H]2N[C@@](Cc3ccccc3)(C(=O)OC)[C@H]3C(=O)N(CC)C(=O)[C@@H]23)cc1OC (some centres not stated)	0	.	.	0	4	0	1	-4	-0.1	6
18	O=C(CSc1ccsc1[N+](=O)[O-])Nc1cccc(F)c1	-1	2	15	.	-2	-1	11	-15	0.2	1
19	O=C(NCCN1CCOCC1)Nc1cccc(Cl)c1	4	0	4	-2	-19	-7	-13	2	-0.4	-2
20	CS(=O)(=O)c1ccc(Cl)c(NC(=O)CN2CCCC2c2ccc3c(c2)OCCCO3)c1 (configuration not stated)	0	.	.	0	11	-3	-2	-4	-0.4	4
21	Cc1ccc(C(=O)COC(=O)CNC(=O)c2ccc(N3C(=O)c4ccccc4C3=O)cc2)cc1C	-75	1	5	-26	11	0	17	-4	-0.7	0
22	Cc1sc(NC(=O)c2sc3nc4c(C)cccc4cc3c2N)c(C#N)c1C	-2	1	13	-18	-8	7	2	-1	5.2	-8
23	C[C@H]1COC(=O)[C@@H](CC(=O)OC(C)(C)C)C/C=C\C[C@@H](CC(=O)N[C@H](CO)Cc2ccccc2)C(=O)N1	1	.	.	8	-7	1	4	-5	-0.7	-3
24	COc1ccc(CCNC(=O)CSc2nnc3ccccn23)cc1	4	4	14	2	-12	-1	-3	-5	-0.8	-3
25	O=C(Nc1ccc(F)cc1F)c1cc(-c2ccco2)on1	-3	1	15	-10	-11	0	-10	2	?	-1
26	COCC(C)n1c(SCC(=O)NNC(=O)c2ccccc2)nc2ccccc2c1=O (configuration not stated)	4	1	-23	-1	-6	-5	-2	-1	-0.3	1
27	Cc1cc(C(F)(F)F)nc(SCCN2CCCCC2)c1C#N	-21	-5	11	1	-18	-34	-1	6	1.2	-4
28	CC(=O)c1cccc(S(=O)(=O)N2CCC(C(=O)O)(c3ccccc3)CC2)c1	-29	-3	-20	3	6	-9	-6	1	-0.5	0
29	Nc1nc(-c2cccnc2)nn1C(=O)c1ccccc1Cl	4	5	21	.	-10	-9	1	-2	-0.8	1
30	COc1cc(/C=N/NC(=O)COc2c(C)cc([N+](=O)[O-])cc2C)ccc1OC(=O)c1ccccc1	1	7	-2	-11	.	-10	-13	-3	0.3	-5
31	CC(NC(=O)c1cnc2n(c1=O)CCS2)c1ccccc1 (configuration not stated)	3	5	49	-2	-11	-25	1	-2	0.1	-1
32	Cc1cc(N2CCCCC2)ccc1[N+](=O)[O-]	-1	4	5	10	10	-4	-1	-4	-0.3	-1
33	O=C(Nc1ccccc1)c1cc(C2COCCN2C(=O)CCCc2ccccc2)on1 (configuration not stated)	.	.	.	.	.	4	5	-11	0.4	-3
34	COc1ccc(/C=C/C(=O)OCC(=O)Nc2c(C)cccc2C)cc1	7	4	2	7	-24	-6	-7	-1	-0.8	3
35	CS(=O)(=O)N(CC(=O)Nc1cccc(Cl)c1)c1ccccc1Cl	4	-1	-2	-9	-5	-5	-7	2	0.4	-6
36	Cc1ccc(CN(CC(=O)NCc2ccc3c(c2)OCO3)C(=O)c2csnn2)cc1	-1	5	17	3	-3	8	2	-3	4.1	3
37	Cc1cc(=O)[nH]c(SCc2nnnn2-c2ccc(Cl)cc2)n1	-2	4	12	2	3	-3	-9	-2	0.3	0
38	C=CCOc1c(OC)cc(Cl)cc1C1NC(=O)NC(C)=C1C(C)=O (configuration not stated)	10	7	7	2	-6	-29	16	-3	-0.5	1
39	COc1ccc(C2N(c3ccccc3)C(=O)C2(F)F)cc1OC (configuration not stated)	9	-4	10	-2	-1	1	5	2	0.9	-3
40	CCOc1ccc(NC(=O)CN(C)C(=O)c2cccc(S(=O)(=O)N3CCN(C)CC3)c2)cc1OCC	3	.	.	.	1	-5	-7	3	0.2	-12
41	CCC(Sc1nncn1C)C(=O)Nc1nnc(-c2ccccc2Cl)s1 (configuration not stated)	-3	5	5	-2	-16	-4	15	-1	-0.3	-9
42	Cn1nc(C(=O)OCC(=O)Nc2sccc2C(N)=O)c2ccccc2c1=O	-3	-2	44	0	2	-3	-6	2	0.3	0
43	NC(=O)c1cc([N+](=O)[O-])c(Cl)cc1NCc1ccccn1	-1	.	.	0	-8	-4	-5	-16	0.1	-4
44	CC(OC(=O)[C@H](C)NC(=O)c1ccccc1Cl)C(=O)NCc1ccc2c(c1)OCO2 (some centres not stated)	-17	.	.	9	-5	3	1	-3	2.0	-2
45	O=C(Nc1cccc(S(=O)(=O)N2CCCCC2)c1)C1CCN(C(=O)c2ccc(Cl)cc2)CC1	-1	.	.	-13	-10	-12	17	3	-0.2	-2
46	CC(C)(NC(=O)NC(CO)c1ccccc1)c1cccc(C(C)(C)NC(=O)NC(CO)c2ccccc2)c1 (configuration not stated)	6	.	.	3	-6	-9	5	-5	-0.3	7
47	CCOCC(=O)Nc1cc([N+](=O)[O-])ccc1OC	-6	-4	31	3	-9	-11	16	-1	-1.1	-12
48	C[C@@H]1CN([C@H](C)CO)C(=O)CCCn2nncc2CO[C@H]1CN(C)S(=O)(=O)c1ccc(F)cc1	3	.	.	.	.	-5	5	1	-0.2	-7
49	Cc1sc2ncnc(NCC(c3ccco3)N(C)C)c2c1C (configuration not stated)	7	-5	.	0	-2	-1	1	5	0.2	0
50	COc1ccc(/C=N/NC(=S)NC2CCS(=O)(=O)C2)cc1 (configuration not stated)	-3	-4	-30	-4	.	-1	-4	3	-0.5	-3
51	N/C(=N\OC(=O)CCCCCN1C(=O)c2ccccc2C1=O)c1ccccc1	-9	2	7	-13	.	-13	-17	-1	-1.6	-2
52	Cc1cc(=O)oc2c(CN3CCCC3)c(O)ccc12	0	3	-3	10	-9	11	-332	14	-0.5	14
53	Cc1cccc(CN2C(=O)/C(=C\c3ccc(C(=O)NCCCN4CCN(C)CC4)cc3)Oc3ccccc32)c1	.	-2	-2	-75	.	.	-23	-14	.	.
54	O=c1oc2ccccc2c2c1ncn2CCN1CCOCC1	-14	2	44	-2	-6	2	0	-7	-2.3	?
55	O=c1[nH]c(=O)n(Cc2ccccc2)c2nc(-c3ccc(C(F)(F)F)cc3)n(CCO)c12	2	3	-29	5	-13	18	7	1	0.4	5
56	COc1cccc(C(=O)Nc2ccc3c(c2)n(C)c(=O)n3C)c1	0	-3	2	-8	-1	-42	1	6	-0.8	-10
57	CCCSc1nc2cc(C)c(C)cc2n1CC(O)CO (configuration not stated)	5	0	13	3	-8	-3	8	-1	-0.1	-1
58	CN(C(=O)COC(=O)c1c[nH]c(=O)[nH]c1=O)C1CCCCC1	0	6	8	-7	-19	9	0	-3	1.6	-1
59	O=C(CCN1C(=O)C2CC=CCC2C1=O)Nc1ccccc1Cl (configuration not stated)	5	7	18	-6	-3	1	2	2	0.2	1
60	COc1cccc(OC)c1C(=O)Nn1c(C2CCC2)nc2ccccc2c1=O	-3	5	15	0	-4	7	-6	8	?	-8

# (continued)
item	mol	MazEF act	3CLpro inhibitor	DUSP3 inh	Rv3671c protease	PriA SSB inh	BoNT F protease	CCHF vOTU inh	PrPC TRFRET	BoNT-A LC inh2	Anthrax LF prot
61	O=C(/C=C/c1cccc(Cl)c1)c1nc2ccccc2[nH]1	13	5	6	-10	6	-6	-16	-4	-0.3	1
62	COc1ccc(CC2CCOC2=O)cc1 (configuration not stated)	-1	-4	8	6	-11	10	8	5	4.9	-9
63	COCCn1c(SCC(=O)Nc2cccnc2Cl)nc2ccccc2c1=O	9	.	.	-4	-2	0	31*	3	-0.7	-6
64	C=CCN=C1SC(C)(C)C(=O)N1S(=O)(=O)c1ccc(C)cc1	9	1	32	-8	-22	-5	-5	0	-0.3	-1
65	Cc1cc(CN(C)C)c(O)c(C2(C)CCCCC2)c1	-3	3	16	10	-11	-6	-2	-2	-0.4	1
66	Cc1nnc(NC(=O)CC(CN(C)S(=O)(=O)c2ccccc2)c2ccccc2)s1 (configuration not stated)	1	2	27	6	1	-1	10	5	0.1	1
67	O=C(O)c1ccc(CNC(=O)C23CC4CC(CC(C4)C2)C3)cc1	12	-5	7	2	-1	98*	11	0	10	9
68	COc1cc(C(=O)OCc2ccc([N+](=O)[O-])cc2)cc(OC)c1OC	-8	1	11	9	-20	-1	2	-2	0.7	3

# 2 compounds from above, reduced to BoNT F protease:
nr | Structure | BoNT F protease
64 | C=CCN=C1SC(C)(C)C(=O)N1S(=O)(=O)c1ccc(C)cc1 | -5
61 | O=C(/C=C/c1cccc(Cl)c1)c1nc2ccccc2[nH]1 | -6

# Source: PubChem BioAssay (several laboratories)
